Bioassay records as filed in PubChem.
GLS inh: qHTS for Inhibitors of Glutaminase (GLS); Glutaminase kidney isoform, mitochondrial (Homo sapiens), O94925; GLS enzymatic activity, qHTS titration; Potency, µM (top dose mostly 45.5 µM), for inactives: at the top dose activity change, negative = inhibition, most hits filed as inhibitors; 0.21% of 410,000 active; also: potency is read from the fitted curve at half-maximal effect; % is scaled to controls: 0 for no effect and ±100 for the full control effect
Target sequence (O94925 whole entry, looked up, canonical isoform): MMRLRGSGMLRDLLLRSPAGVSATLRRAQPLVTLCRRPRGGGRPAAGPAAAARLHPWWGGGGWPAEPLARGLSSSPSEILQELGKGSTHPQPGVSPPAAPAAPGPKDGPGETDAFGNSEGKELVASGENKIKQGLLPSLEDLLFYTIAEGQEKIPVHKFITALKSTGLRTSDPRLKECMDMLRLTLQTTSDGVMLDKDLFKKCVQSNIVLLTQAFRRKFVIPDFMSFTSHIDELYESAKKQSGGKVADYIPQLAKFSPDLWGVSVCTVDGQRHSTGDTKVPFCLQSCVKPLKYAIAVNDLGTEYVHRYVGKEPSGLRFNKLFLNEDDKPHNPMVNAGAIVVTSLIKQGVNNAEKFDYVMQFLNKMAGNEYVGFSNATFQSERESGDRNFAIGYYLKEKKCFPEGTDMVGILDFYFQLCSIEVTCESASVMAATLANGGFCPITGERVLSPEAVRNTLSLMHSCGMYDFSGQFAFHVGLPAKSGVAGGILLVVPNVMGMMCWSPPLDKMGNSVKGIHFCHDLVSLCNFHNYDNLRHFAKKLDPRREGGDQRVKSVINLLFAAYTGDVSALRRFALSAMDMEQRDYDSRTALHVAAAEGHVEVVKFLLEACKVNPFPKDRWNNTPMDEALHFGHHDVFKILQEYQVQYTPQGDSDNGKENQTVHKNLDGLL
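Compounds were pin-transferred onto hKGA, after which L-glutamine (1 mM solution) and a detection mix of glutamate oxidase, HRP and Amplex Red were added. Initial and 30 min RT fluorescence reads were collected.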
BAZ2B inh: qHTS Assay for Inhibitors of BAZ2B. Bromodomain adjacent to zinc finger domain protein 2B (Homo sapiens), Q9UIF8. AlphaScreen BAZ2B-H3K14Ac peptide displacement. Potency, µM (top dose mostly 114 µM), inactives show at the highest dose activity change, negative = inhibition, most hits filed as inhibitors. 4.4% of 360,000 active. AID 504333, 2011; also: potency is read from the fitted curve at half-maximal effect; % is scaled to controls: 0 for no effect and ±100 for the full control effect; nearly all actives have a fitted effect of over 60% in size
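In this displacement format the biotinylated H3(5-23) peptide acetylated at Lys14 serves as ligand at 50 nM, with BAZ2B at 50 nM in PBS pH 7.4 containing 0.01% Tween-20. Donor and acceptor beads are 10 ug/mL final.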
POLH inh: qHTS for Inhibitors of Polymerase Eta; DNA polymerase eta (Homo sapiens), Q9Y253; recombinant Pol eta, fluorescent DNA replication assay; Potency, µM (titrated, usually from 114 µM), for inactives: at the top dose activity change, negative = inhibition, usual class: inhibitors; 1.2% of 390,000 active; also: potency is read from the fitted curve at half-maximal effect; % is scaled to controls: 0 for no effect and ±100 for the full control effect
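Pol eta (10 nM) was preincubated with compounds for 15 min at room temperature, after which fluorescent replication substrate (50 nM final) was added to start the reaction. Fluorescence was read kinetically at 0 and 10 min.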
PI4K2A block: qHTS for small molecular inhibitors of PI4K2A. activity change, negative = inhibition, % at 76.9 µM. Phosphatidylinositol 4-kinase type 2-alpha (Homo sapiens), Q9BTU6. AID 1346378, 2018. 0.13% of 420,000 active. purified PI4K2A, ADP-Glo luminescence, 1 h; stronger effect = lower value; in the data active = activity change below about -50%; inconclusive = mostly about -30% to -49%;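 also: -100% = wells without enzyme as full effect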
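In this quantitative HTS, ADP production by PI4K2A was quantified luminescently after 1 h at ambient temperature; 100 microM adenosine served as plate-quality control.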
JMJD2A Tudor: qHTS Assay for Inhibitors of JMJD2A-Tudor Domain | 4.4% of 390,000 active | AID 504339, 2011 | AlphaScreen JMJD2A-Tudor / H3K4me3 peptide binding | Potency, µM (doses to about 114 µM), inactives show at the top dose activity change, negative = inhibition, most hits filed as inhibitors; also: potency is read from the fitted curve at half-maximal effect; % is scaled to controls: 0 for no effect and ±100 for the full control effect; nearly all actives have a fitted effect of over 50% in size
Pin1 inhibitor: qHTS Assay to Find Inhibitors of Pin1. Pin1 FP peptide displacement, HiFluor488, 10 min. 0.009% of 390,000 active. Potency, µM (highest dose often 115 µM), for the others: at the top dose activity, negative = inhibition, hits mostly inhibitors. Peptidyl-prolyl cis-trans isomerase NIMA-interacting 1 (Homo sapiens), Q13526; active = well fitted inhibition curve with a large enough effect in the polarisation, with a control signal flat, not every such curve was filed as active; inconclusive = small, poorly fitted or top-dose-only effect, or effect the other way, or a change in a side signal; inactive = no such curve, though single readings can be large or run the other way; the % refers to the polarisation; also: potency is read from the fitted curve at half-maximal effect; % is scaled to controls: 0 for no effect and ±100 for the full control effect
HP1b chromo inh: HTS for Inhibitors of HP1-beta Chromodomain Interactions with Methylated Histone Tails; 0.56% of 390,000 active; Chromobox protein homolog 1 (Homo sapiens), P83916; AlphaScreen HP1-beta / biotin-H3K9me3 peptide binding; Potency, µM (highest dose often 114 µM), for inactives: at the highest dose activity change, negative = inhibition, most hits filed as inhibitors; also: potency is read from the fitted curve at half-maximal effect; nearly all actives have a fitted effect of over 70% in size; inactives centre near 23
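AlphaScreen: HP1-beta (50 nM) preformed 30 min with biotin-H3(1-18)K9me3 peptide (50 nM) in PBS pH 7.4, 0.01% Tween-20. Compound added for 30 min at RT, then streptavidin donor/nickel chelate acceptor beads (10 ug/mL) for 30 min.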
PGK inhibitor: qHTS Assay to Find Inhibitors of Phosphoglycerate Kinase. 0.043% of 380,000 active. Phosphoglycerate kinase, glycosomal (Trypanosoma brucei brucei), P07378. AID 602233, 2012. Potency, µM (titrated, usually from 57.5 µM), for the others: top-dose activity change, negative = inhibition, actives largely listed as inhibitors. PGK/GAPDH coupled, Kinase-Glo luminescence, 60 min; also: potency is read from the fitted curve at half-maximal effect; % is scaled to controls: 0 for no effect and ±100 for the full control effect; nearly all actives have a fitted effect of over 60% in size
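Luminescent ATP detection (Kinase-Glo Plus) follows a 60-minute room-temperature incubation, with wells lacking PGK as controls. Buffer: 100 mM TEA (pH 7.6), 5 mM MgCl2, 0.01% Tween-20. Coupling enzyme GAPDH (100 nM final) supplies unstable 1,3-BPG in-well.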
G9a inh: qHTS Assay for Inhibitors of Histone Lysine Methyltransferase G9a | G9a H3K9 monomethylation, AlphaScreen, 2 h | Potency, µM (highest dose often 102 µM), for inactives: at the top dose activity, negative = inhibition, actives largely listed as inhibitors | 8.8% of 350,000 active | AID 504332, 2011; also: potency is read from the fitted curve at half-maximal effect; % is scaled to controls: 0 for no effect and ±100 for the full control effect; nearly all actives have a fitted effect of over 75% in size
Target sequence (Q96KQ7 913-1193 limits assumed): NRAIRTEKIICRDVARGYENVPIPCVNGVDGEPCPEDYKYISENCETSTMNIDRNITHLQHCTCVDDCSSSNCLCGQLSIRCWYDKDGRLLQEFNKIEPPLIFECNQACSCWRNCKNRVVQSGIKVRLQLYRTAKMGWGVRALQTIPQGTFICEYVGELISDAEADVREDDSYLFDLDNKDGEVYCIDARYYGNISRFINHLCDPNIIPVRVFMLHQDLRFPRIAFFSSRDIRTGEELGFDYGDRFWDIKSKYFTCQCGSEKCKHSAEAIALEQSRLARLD
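G9a (20 nM) was preincubated 15 min with compound, then reacted 2 h at room temperature with 500 nM biotin-H3K9 peptide and 20 µM SAM. Monomethyl-H3K9 detected by AlphaScreen using anti-H3K9me1 antibody.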
An asterisk follows results filed as active; i = inactive; ? = inconclusive; · = no result given; [ ] = remark or other dose. Unless noted, calls follow the shape of the dose curve; as a rule, active = well fitted curve in the direction sought with a large enough effect; inconclusive = small, poorly fitted or top-dose-only effect, or another doubt; inactive = no such curve, though single readings can be large; an effect the other way counts as inactive or inconclusive. The list is partial (hit frequency here may not be typical).

Screens in order – GLS inh	BAZ2B inh	POLH inh	PI4K2A block	JMJD2A Tudor	Pin1 inhibitor	HP1b chromo inh	PGK inhibitor	G9a inh
C=C1CCN([C@H](C(=O)NCc2ccc(OC)cc2)C(C)C)S(=O)(=O)c2ccccc21
→ 0%	-1%	-6%	-4	-12%	6%	39%[activator]	0%	17%[59 µM]
CC1CN(Cc2ccccc2)c2ccccc2NC1=S (centres undefined)
→ 13%	?	-22%	8	?	4%	?	5%	-26%[59 µM]
CN(C)S(=O)(=O)Nc1ccc(Oc2ccccc2)cc1
→ 24%	-4%	-3%	4	2%	-1%	24%	-9%	-4%[12.7 µM]
CCn1cc(C(=O)OC(C)C(=O)Nc2c(C)n(C)n(-c3ccccc3)c2=O)c(=O)c2ccc(C)nc21 (centres undefined)
→ 5%	-5%	-16%	2	-3%	1%	7%	0%	-5%[12.7 µM]
CCn1c(COc2ccccc2C(N)=O)nc2ccccc21
→ -13%	1%	-15%	3	-6%	-6%	31%	-9%	4%[59 µM]
Cc1ccnc(NC(=O)CCC(=O)N(CC(=O)NCc2ccc(F)cc2)Cc2ccco2)c1
→ 6%	-5%	-19%	23	-3%	-3%	13%	-1%	5%[59 µM]
CCOc1ccccc1OCC(=O)Nc1ccccc1C(=O)NC1CC1
→ 0%	4%	-4%	-1	-11%	-1%	-7%	-3%	-42%
O=[N+]([O-])c1ccc(Nc2ccccc2O)c([N+](=O)[O-])c1
→ 33%[activator]	·	-5%	4	·	·	·	-8%	·
Cc1ccccc1C(=O)Nc1nnc(CC(=O)N/N=C/c2ccco2)s1
→ -1%	-15%	-4%	-6	-12%	31%[activator]	-3%	-3%	-3%[12.7 µM]
CC1=C(C(=O)Nc2ccccc2C)C(c2cccnc2)n2nc(SCc3ccccc3)nc2N1 (centres undefined)
→ 14%	-3%	-6%	-2	-4%	3%	36%	-4%	2%[59 µM]
CN(CC(=O)Nc1ccc(Cl)c(Cl)c1)C(=O)C12CC3CC(CC(C3)C1)C2
→ 1%	-3%	-12%	2	-6%	16%	52%[activator]	6%	6%[59 µM]
CSc1nc(-c2ccccc2)nc2c1COC(C)(C)C2
→ 11%	51%[activator]	?	9	?	-1%	65%	-4%	?
O=C(CNC(=O)COc1ccccc1)NCCN1CCOCC1
→ -4%	-4%	-3%	4	-10%	1%	13%	-3%	13%[59 µM]
CC(C)(C)C1CCC(=NNC(=O)c2ccco2)CC1 (centres undefined)
→ 7%	-26%	-16%	-2	3%	1%	42%[activator]	-2%	·
O=c1c2ccccc2c(=O)n(-c2ccccc2)n1-c1ccccc1
→ 6%	·	-6%	-3	-9%	-3%	24%	6%	·
O=C(N/N=C/c1ccc([N+](=O)[O-])s1)c1ccncc1
→ 10%	8%	2%	-14	-14%	12%	29%	-1%	?
CCOC(=O)c1sc(NC(=O)CSc2nnnn2-c2ccccc2)nc1C
→ -2%	-4%	-3%	-2	-15%	22%	57%[activator]	3%	6%
CC(C)n1cc(/C=C2/NC(=O)N(c3cccc(Cl)c3)C2=O)c2ccccc21
→ 13%	9%	-2%	8	-7%	47%[activator]	33%	-3%	9%[59 µM]
CN(CCCNS(=O)(=O)c1cccc2cccnc12)Cc1ccccc1
→ 1%	31%[activator]	-21%	-2	-16%	1%	30%	6%	?
COc1ccc(OC)c(-n2c(=O)[nH]c3cc(C(=O)NCCc4ccc(OC)c(OC)c4)ccc3c2=O)c1
→ -8%	3%	-18%	3	-3%	2%	48%[activator]	-6%	5%[59 µM]
COc1ccccc1CCNC(=O)Cc1c(C)c2cc(Cl)c(O)cc2oc1=O
→ 7%	2%	-17%	-1	3%	-1%	58%[activator]	-5%	3%[59 µM]
CC(=O)c1c(Nc2ccccc2)sc(C(=O)c2ccccc2)c1C
→ 15%	8%	-15%	2	9%	5%	32%	15%	3%[59 µM]
O=C(N/N=C1/CCSC1)c1cccc([N+](=O)[O-])c1
→ 3%	-3%	-25%	2	?	5%	21%	-7%	-10%[59 µM]
CCOC(=O)c1sc(=NC(=O)c2ccc(Br)cc2)n(C)c1C
→ 3%	-3%	-7%	2	-4%	0%	21%	8%	·
Cc1cc(C)cc(OCC(=O)NNC(=O)CCC(=O)NCc2ccccc2)c1
→ 11%	8%	-3%	-18	-6%	1%	41%[activator]	1%	8%[59 µM]
Cc1ccccc1OCCC(=O)OCC(=O)NNC(=O)c1cccs1
→ 5%	0%	-11%	-3	-12%	6%	33%	4%	3%[12.7 µM]
COC(=O)N(C)C[C@H]1OCc2cnnn2CCCC(=O)N([C@@H](C)CO)C[C@@H]1C
→ 2%	·	6%	1	·	·	·	-2%	·
Cc1cc(C)cc(N(C(=O)c2csnn2)C(C(=O)NC(C)(C)C)c2cccs2)c1 (centres undefined)
→ 12%	-14%	-6%	-2	-7%	-3%	7%	·	11%
O=C1NC2(CCN(Cc3ccccc3)CC2)Oc2ccccc21
→ 2%	-6%	2%	0	-13%	0%	8%	-25%	-13%
O=[N+]([O-])c1ccc(S(=O)(=O)Nc2ccc(-c3ccccc3)cc2)cc1
→ 10%	·	-10%	-4	·	·	·	0%	·
CC(=O)Nc1ccc2c(CN3C(=O)NC(C)(c4ccc(C)cc4)C3=O)cc(=O)oc2c1 (centres undefined)
→ 2%	-12%	-12%	4	3%	0%	45%	-3%	18%
COc1ccc(-c2ccc3nnc(SCC(=O)N4CCCC4)n3n2)cc1
→ 1%	-7%	-4%	-3	-7%	9%	18%	-6%	10%
Cc1ccc(-n2ncc3c(NCc4ccco4)ncnc32)c(C)c1
→ -9%	?	-11%	-6	-27%	3%	24%	-13%	50µM*
Cc1ccc(NC(=O)CN2C(=O)S/C(=C/c3ccc(-c4cccc(C(=O)O)c4)o3)C2=O)cc1
→ ?	16µM*	5.6µM*	-2	45µM*	?	?	10µM*	·
COc1ccccc1NC(=O)CN1CCN(S(=O)(=O)c2ccc(Br)cc2)CC1
→ 5%	6%	-10%	-4	-16%	2%	20%	-2%	-34%
Fc1ccc(CSc2nnc(-c3cccs3)o2)cc1
→ 7%	167%[activator]	-9%	0	57%[activator]	-4%	96%	-5%	-1%
Cc1nc(-c2cccc(S(=O)(=O)N3CC(C)OC(C)C3)c2)cs1 (centres undefined)
→ 4%	-4%	-8%	7	11%	-5%	42%[activator]	-2%	4%
Cn1c(=O)cc(NCc2ccccc2)[nH]c1=O
→ 21%	14%	-11%	-5	-18%	-24%	53%[activator]	-2%	-26%[2.33 µM]
O=C(Nc1nc(-c2cccnc2)cs1)c1ccc(S(=O)(=O)N2CCOCC2)cc1
→ -4%	4%	-14%	-7	-34%	0%	12%	i	-23%
c1ccc(OCc2nc3c4c(ncn3n2)-c2ccccc2CC42CCCC2)cc1
→ 2%	14%	-7%	7	18%	24%	52%[activator]	-12%	43%[59 µM]
COc1ccc(/C(C)=N/NC(=O)c2cc(C)[nH]n2)c(OC)c1
→ 1%	-33%	9%	-1	-4%	-6%	21%	6%	8%
Cc1noc(C)c1COC(=O)CCCc1nc2ccccc2s1
→ 9%	2%	5%	6	11%	-1%	37%	2%	-52%[12.7 µM]
C=CCC1(C)C(=O)N(c2ccccc2)c2ccccc21 (centres undefined)
→ 2%	2%	-1%	0	16%	2%	39%[activator]	-2%	16%
COC(=O)[C@]1(Cc2ccccc2)N[C@H](CN(C)C(=O)Nc2ccc(C)cc2)[C@@H]2C(=O)N(C)C(=O)[C@@H]21
→ 15%	·	-11%	-1	-14%	-1%	21%	4%	·
CC(=O)Nc1ccc(NC(=O)CSc2nnc(COc3ccccc3C)n2CC2CCCO2)cc1 (centres undefined)
→ -2%	-3%	-19%	2	5%	-3%	37%	i	8%
O=C(Nc1ncccn1)C12CC3CC(CC(C3)C1)C2
→ -2%	-8%	-12%	-2	-12%	-14%	29%	-4%	-6%[12.7 µM]
Cc1ccc(NC(=O)C2CCN(S(=O)(=O)c3c(C)noc3C)CC2)cc1
→ 2%	4%	-9%	-7	-13%	-1%	36%	-1%	4%[59 µM]
CCc1ccc(-c2nc(CSCC(=O)NCc3ccc(C)cc3)c(C)o2)cc1
→ 7%	-12%	-11%	-4	-24%	0%	12%	-7%	-5%[59 µM]
CCOC(=O)c1ccc(-n2c(CN(CC)CC)nc3ccc([N+](=O)[O-])cc3c2=O)cc1
→ -18%	·	-10%	-7	?	16%	23%	-1%	10µM*
C[C@H]1CNC(=O)c2c(C(=O)Nc3cccc(Cl)c3)ncn21
→ 4%	·	-18%	-14	·	·	·	2%	·
CCCCn1c(=O)nc2n(-c3ccc(Cl)cc3)c3ccccc3cc-2c1=O
→ 0%	7%	-15%	1	4%	4%	34%	-8%	40µM*
O=C(CSc1nc(N2CCCCC2)nc(N2CCCCC2)n1)Nc1nccs1
→ 0%	-1%	5%	-3	-17%	-1%	18%	i	14%[59 µM]
COc1ccccc1C(=O)NCC(=O)OCC(=O)Nc1nnc(-c2ccccc2)o1
→ 1%	-33%	-1%	-6	?	-5%	42%[activator]	7%	17%[12.7 µM]
